High-throughput results from PubChem BioAssay.
NadD block – inhibitors of S. aureus NadD, primary screen, biochemical, colorimetric, uHTS; Nicotinate-nucleotide adenylyltransferase NadD (Staphylococcus aureus N315); inhibition, % at 20 µM; purified NadD enzyme, colorimetric absorbance read-out; 360,000 tested, 0.78% active; in the data active means inhibition above about 26%; further: some compounds past the cut are filed as inactive
Rin1 Abl inh – inhibitors of Rin1-Abl protein binding, primary screen, biochemical, TR-FRET. Tyrosine-protein kinase ABL1 (Homo sapiens) + Ras and Rab interactor 1 (Homo sapiens), …. inhibition, % at 7.35 µM. 360,000 tested, 0.4% active; in the data active means inhibition above about 5%, passing the limit was not always enough
LMPTP inh – LMPTP phosphatase inhibitors, primary screen, biochemical, fluorescence intensity, uHTS. inhibition, % at 20 µM. AID 651560, 2012. Low molecular weight phosphotyrosine protein phosphatase (Homo sapiens), P24666. 360,000 tested, 0.22% active. recombinant LMPTP-A, OMFP fluorogenic substrate;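 active means compounds that cut the enzyme signal by at least half of the control window in the single-dose screen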;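 further: plate controls were DMSO wells with enzyme plus substrate for no effect and substrate without enzyme for full effect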
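Assay system: LMPTP-A enzyme. Input: 0.625 nM LMPTP-A final. Probe or stimulus: 400 µM OMFP. Compound dosing: single 20 µM dose. Schedule: 50 min dark incubation at room temperature. Detection: fluorescence intensity of OMFP turnover product. Read-out: percent inhibition versus substrate-only and uninhibited controls. Benchmarks: no-enzyme low control, uninhibited high control.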
DNMT1 inh – human DNMT1 methyltransferase inhibitors, primary screen, biochemical, molecular beacon, fluorescence, HinP1I cleavage, uHTS; inhibition (reported as % activation of signal), % at 10 µM; DNA (cytosine-5)-methyltransferase 1 (Homo sapiens), P26358; 360,000 tested, 0.83% active; in the data active means inhibition above about 50%
Neddyl block – inhibitors of cullin neddylation, primary screen, biochemical, TR-FRET, uHTS, NAE and Ubc12. NEDD8-conjugating enzyme Ubc12 (Homo sapiens) + NEDD8-activating enzyme E1 regulatory …. calls only at 25 µM. 360,000 tested, 0.58% active. AID 651699, 2012; in the data active means inhibition above about 36%
CSN inh – inhibitors of CSN-mediated cullin deneddylation, primary screen, biochemical, fluorescence polarization, uHTS; 360,000 tested, 0.38% active; COP9 signalosome complex subunit 5 (Homo sapiens), Q92905; Purified CSN, SCF-Nedd8-OG deneddylation; inhibition, % at 12.5 µM;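 active means pattern-corrected inhibition above about 35%, with an unprinted fluorescence ratio check between 0.5 and 1.5, limit read from the data, passing the limit was not always enough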;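 further: 0% = enzyme with substrate and 100% = substrate without enzyme; some results filed as inactive read as strong as hits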
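Assay system: HEK293T-derived human Csn5 enzyme; quantity: 0.24 nM enzyme; medium: Tris/NaCl/DTT buffer, pH 7.5; also added: substrate SCFSkp2-Nedd8OG, 10 nM; doses: 12.5 µM compound; schedule: 90 min reaction at room temperature; signal: FP; read-out: % inhibition of substrate cleavage by Csn5; benchmarks: substrate-only high control, full reaction low control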
Scp1 inh – Scp-1 phosphatase inhibitors, primary screen, biochemical, colorimetric, uHTS; Carboxy-terminal domain RNA polymerase II polypeptide A small phosphatase 1 (Homo …; Recombinant Scp1, phosphopeptide, malachite green phosphate absorbance; inhibition, % at 20 µM; 340,000 tested, 0.88% active; AID 493091, 2011;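 active means inhibition above about 50% at 20 µM, limit read from the data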;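 further: plate controls were DMSO wells with enzyme for no effect and wells lacking enzyme for full effect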
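Incubation: 45 min enzyme reaction at room temperature / System: truncated SCP-1 phosphatase (76-261aa) / Reagent: Phospho 17-mer peptide substrate / Buffer or medium: Acidic Tris acetate buffer with magnesium and detergent / Signal: absorbance at 630 nm / Doses: one concentration, 20 µM, with 1.0% DMSO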
Rpn11 block – Rpn11 (PSMD14) deubiquitinase inhibitors, primary screen, biochemical, fluorescence polarization, uHTS | 360,000 tested, 0.59% active | calls only at 20 µM | AID 588493, 2011 | human 26S proteasome, Ub4-pepOG fluorescence polarization; 20S core pre-blocked with epoxomicin | 26S proteasome non-ATPase regulatory subunit 14 (Homo sapiens), O00487;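 active means inhibition at 20 µM, scaled to each plate's controls, above about 33%, limit read from the data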
STEP inh – STEP phosphatase inhibitors, primary screen, biochemical, fluorescence intensity, uHTS; AID 588621, 2011; recombinant STEP, OMFP fluorogenic substrate; inhibition, % at 20 µM; Tyrosine-protein phosphatase non-receptor type 5 (Homo sapiens), P54829; 360,000 tested, 0.25% active;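 active means inhibition at 20 µM, scaled per plate between control wells, above about 37%, limit read from the data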;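 further: 0% = DMSO with enzyme and substrate and 100% = substrate only without enzyme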
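Material: STEP (striatal-enriched tyrosine phosphatase) enzyme, cell-free; Compound dosing: 20 µM single dose in 1% DMSO; Technique: fluorescence read at 480 nm ex / 540 nm em; Times: reaction 20 min, ambient temperature; Medium: 50 mM Bis-Tris pH 6.0 with 2.5 mM DTT and 0.005% Tween 20; Also added: OMFP at 25 µM.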
SUMO1 PPI mod – modulators of SUMO1 protein-protein interactions, primary screen, biochemical, uHTS; Small ubiquitin-related modifier 1 (Homo sapiens), P63165; SUMO1 binding to a labelled peptide, TR-FRET, 1 h; inhibition, % at 20 µM; 360,000 tested, 0.33% active; AID 602429, 2012; in the data active means inhibition above about 37%
Numbers without * were called inactive; i = inactive; . = not tested or not shown; + = active, no number.

SMILES | NadD block | Rin1 Abl inh | LMPTP inh | DNMT1 inh | Neddyl block | CSN inh | Scp1 inh | Rpn11 block | STEP inh | SUMO1 PPI mod
Cc1ccc(CN(C)C(=O)CCc2c[nH]c3ccccc23)o1 | -8 | 0 | -0.3 | -1 | i | 2 | -5 | i | 0 | -1
O=C(Nc1c(C(=O)N2CCC(N3CCCCC3)CC2)oc2ccccc12)c1c(F)cccc1F | -1 | 3 | -0.3 | 0 | i | -3 | -6 | i | 1 | 0
COC(=O)c1ccc(CN2CCC(CO)(Cc3ccc(OC)cc3)CC2)cc1 | -6 | -2 | -0.5 | 3 | i | 7 | -8 | i | 0 | 3
CCOC(=O)c1nn(-c2ccccc2)c(=O)cc1SC1CCCCC1 | -6 | 1 | 1.7 | -4 | i | 7 | -4 | i | -1 | -15
O=C(Nc1ccc(Cl)cc1)c1csc(-c2ccccc2)n1 | -3 | -4 | 3.0 | -2 | i | -3 | -7 | i | 1 | 1
O=C(NNC(=O)c1cnccn1)c1ccc(Cl)cc1 | -1 | -1 | -1.7 | 0 | i | 7 | -8 | i | -1 | 2
Nc1nonc1-n1nnc(C(=O)N/N=C/c2ccc3c(c2)OCO3)c1CSc1ccccc1 | -1 | -2 | 12 | 8 | + | 3 | -6 | i | -2 | 2
Cc1sc2ncnc(SC(C)C(=O)N3c4ccccc4Sc4ccccc43)c2c1C (centres undefined) | 15 | -2 | 2.5 | 0 | i | -7 | -5 | i | 3 | 1
O=C(C1CCCN(S(=O)(=O)c2cccc3nonc23)C1)N1CCC(Cc2ccccc2)CC1 (centres undefined) | 0 | 2 | 4.0 | -9 | i | 1 | -10 | i | 1 | -19
COc1ccccc1NC(=O)c1ccccc1NS(=O)(=O)N1CCCC1 | -5 | 3 | -6.9 | -2 | i | 4 | -11 | i | 4 | 1
NC(=O)c1ccc(-c2c(-c3ccccc3)sc3ccccc23)cc1 | -2 | -1 | -0.6 | 9 | i | 9 | -3 | i | 1 | 0
CC1CC(CN)CC(CO)C1 (centres undefined) | -1 | 3 | -1.4 | 1 | i | 4 | 6 | i | -7 | 2
O=c1[nH]c(=O)c2[nH]c(=S)[nH]c2[nH]1 | 5 | 1 | 46 | -53 | i | -4 | 25 | i | 0 | -3
C[C@H]1COc2cc(N(C)CCO)ccc2S(=O)(=O)N1 | 0 | . | -1.1 | . | i | -2 | . | . | . | 0
CC12CN(C(=O)c3ccccc3)C3(C#N)CC1CCC23C (centres undefined) | 0 | 1 | -1.1 | 3 | i | 3 | -1 | i | 0 | -1

For reference, some entries already given:
SMILES | NadD block | Rin1 Abl inh | LMPTP inh | DNMT1 inh | Neddyl block | CSN inh | Scp1 inh | Rpn11 block | STEP inh | SUMO1 PPI mod
Cc1ccc(CN(C)C(=O)CCc2c[nH]c3ccccc23)o1 | -8 | 0 | -0.3 | -1 | i | 2 | -5 | i | 0 | -1
O=C(Nc1c(C(=O)N2CCC(N3CCCCC3)CC2)oc2ccccc12)c1c(F)cccc1F | -1 | 3 | -0.3 | 0 | i | -3 | -6 | i | 1 | 0
COC(=O)c1ccc(CN2CCC(CO)(Cc3ccc(OC)cc3)CC2)cc1 | -6 | -2 | -0.5 | 3 | i | 7 | -8 | i | 0 | 3
CCOC(=O)c1nn(-c2ccccc2)c(=O)cc1SC1CCCCC1 | -6 | 1 | 1.7 | -4 | i | 7 | -4 | i | -1 | -15
O=C(Nc1ccc(Cl)cc1)c1csc(-c2ccccc2)n1 | -3 | -4 | 3.0 | -2 | i | -3 | -7 | i | 1 | 1
O=C(NNC(=O)c1cnccn1)c1ccc(Cl)cc1 | -1 | -1 | -1.7 | 0 | i | 7 | -8 | i | -1 | 2
Nc1nonc1-n1nnc(C(=O)N/N=C/c2ccc3c(c2)OCO3)c1CSc1ccccc1 | -1 | -2 | 12 | 8 | + | 3 | -6 | i | -2 | 2
Cc1sc2ncnc(SC(C)C(=O)N3c4ccccc4Sc4ccccc43)c2c1C (centres undefined) | 15 | -2 | 2.5 | 0 | i | -7 | -5 | i | 3 | 1
O=C(C1CCCN(S(=O)(=O)c2cccc3nonc23)C1)N1CCC(Cc2ccccc2)CC1 (centres undefined) | 0 | 2 | 4.0 | -9 | i | 1 | -10 | i | 1 | -19
COc1ccccc1NC(=O)c1ccccc1NS(=O)(=O)N1CCCC1 | -5 | 3 | -6.9 | -2 | i | 4 | -11 | i | 4 | 1

The list goes on:
SMILES | NadD block | Rin1 Abl inh | LMPTP inh | DNMT1 inh | Neddyl block | CSN inh | Scp1 inh | Rpn11 block | STEP inh | SUMO1 PPI mod
C[C@@]12C(=O)N(CCc3c[nH]c4ccccc34)CC(=O)N1[C@H]1c3ccccc3OC[C@@H]1[C@@H]2c1ccccc1 | 11 | 0 | 0.2 | -12 | i | -2 | -11 | i | 1 | 4
Cc1csc2ncc(C(=O)NCCc3ccccc3)c(=O)n12 | 7 | -5 | -0.9 | 0 | + | 6 | -6 | i | -1 | -1
O=C(N/N=C/c1ccc(Br)s1)c1ccccn1 | -2 | -3 | -1.7 | 4 | i | 0 | -9 | i | 1 | -14
Cc1cc(C)cc(OCC(=O)Nc2ccccc2C(=O)N2CCOCC2)c1 | 4 | -1 | 0.0 | 0 | i | 1 | -2 | i | 0 | 3
CCOC(=O)C1CCN(Cc2nc3ccccc3c(=O)n2-c2ccc(OCC)cc2)CC1 | 4 | 2 | -0.6 | 6 | i | 3 | 0 | i | -3 | 1
Cn1nc(-c2ccc(OCC(=O)Nc3cccnc3)cc2)c2ccccc2c1=O | 5 | 6 | -0.1 | 0 | i | -3 | -6 | i | -1 | -5
COc1ccnc(N=CNOCc2ccc(F)cc2Cl)c1C#N | -1 | 2 | -2.8 | 1 | i | 4 | -17 | i | -4 | 3
O=C(CCC(=O)N1CCOCC1)NCCc1ccc(F)cc1 | 5 | 4 | -1.0 | 3 | i | 2 | 3 | i | -1 | 0
O=C(Nc1ccc2ccccc2c1)c1ccc2[nH]c(=O)c(=O)[nH]c2c1 | 6 | -1 | 1.1 | -6 | i | 7 | -7 | i | 3 | 19
Cc1ccc(C(=O)CSc2nnc(-c3ccco3)n2CC2CCCO2)cc1 (centres undefined) | -3 | 0 | -0.8 | 2 | i | 1 | -2 | i | 1 | 0
CN1CCN(/N=C/c2nc(-c3cccc([N+](=O)[O-])c3)n3ccccc23)CC1 | -5 | -8 | 4.0 | -5 | i | -7 | -6 | i | -1 | -13
CCn1c2ccccc2c(=O)c2ccccc21 | 6 | 2 | -1.0 | 9 | . | -3 | 8 | i | -2 | -16
COC(=O)c1ccccc1NC(=O)N1CCc2ccc(NC(=O)c3ccccn3)cc2C1 | 0 | 0 | 4.1 | -4 | i | 6 | -5 | i | -1 | -8
CN1CCCC(n2nc(Cc3ccc(Cl)cc3)c3ccccc3c2=O)CC1 (centres undefined) | -2 | 3 | -2.6 | -4 | i | -2 | -6 | i | 4 | 3
Cc1ccc2[nH]c3c(NCCN4CCOCC4)ncnc3c2c1 | 8 | -3 | 0.9 | 1 | i | -5 | -6 | i | 2 | 4
O=C(Nc1nc2ccsc2c(=O)s1)c1ccc(F)cc1Cl | -3 | 1 | 0.9 | 15 | i | 9 | 55* | i | 12 | 15
COc1ccc(C(=O)NCC(=O)OCC(=O)Nc2ccc(C)c(S(=O)(=O)N(C)C)c2)cc1OC | -7 | 0 | -1.8 | -3 | i | 4 | -6 | i | -4 | 4
CN(CC(=O)NCc1ccco1)CC(=O)Nc1cc(S(C)(=O)=O)ccc1Cl | 6 | 2 | -0.4 | 33 | i | 2 | -3 | i | -1 | -1
O=C(CN1c2cccc3cccc(c23)S1(=O)=O)Nc1cccc(S(=O)(=O)N2CCOCC2)c1 | 14 | -1 | 0.8 | -20 | i | -10 | -8 | i | 0 | -6
O=S1(=O)CC(N2CCN(CCO)CC2)CN1Cc1ccccc1 (centres undefined) | -9 | -1 | -1.1 | 1 | i | 0 | . | i | 3 | -3
CN(C(=O)c1cccc(C(=O)N(C)c2ccccc2)c1)c1ccccc1 | 1 | 2 | -1.8 | 1 | i | -2 | -4 | i | 0 | 2
N#CC1(Nc2ccc(S(N)(=O)=O)cc2)CCCC1 | -2 | 0 | -0.8 | 5 | i | 1 | 15 | i | -1 | -7
CC(C)[C@H](NC(=O)c1ccco1)C(=O)OCC(=O)NC12CC3CC(CC(C3)C1)C2 | -6 | -3 | -1.2 | -1 | i | -5 | -6 | i | -2 | 0
CCN(C(=O)CSc1nc2ccc([N+](=O)[O-])cc2s1)c1c(N)n(Cc2ccccc2)c(=O)[nH]c1=O | 14 | -2 | 0.6 | 8 | i | 0 | -2 | i | 3 | -36
Cc1c(N(C)C)nc2ccccc2c1N | 5 | 1 | 1.2 | 6 | i | 0 | 7 | i | 6 | -4
CN(CC(=O)Nc1cccc(F)c1)CC(=O)Nc1ccc(Cl)cc1[N+](=O)[O-] | -5 | -6 | 0.8 | -1 | i | -6 | -5 | i | 3 | -33
COc1ccc(C(OCC(O)CN(C)C2CCCCC2)c2ccc(OC)cc2)cc1 (centres undefined) | -9 | -3 | 4.8 | -2 | i | 2 | -12 | i | 12 | 0
Cc1ccc2nc3n(c(=O)c2c1)-c1cc2ccccc2cc1C(=O)NC3CC(C)C (centres undefined) | 0 | 0 | -3.1 | 5 | i | -8 | . | i | 0 | -2
Clc1ccc(-c2nnc(CSc3nnc(-c4cccs4)o3)o2)cc1 | -10 | 0 | -1.6 | -4 | i | 0 | -7 | i | -2 | 2
O=C(NCC1CC1)c1ccc2c(c1)S(=O)(=O)c1cc(Cl)ccc1C2=O | -7 | -1 | -1.8 | 3 | i | -3 | -7 | i | 0 | -49
